ATXN2 expr inh: reduces ATXN2 reporter expression in HEK-293 cells; HEK-293 ATXN2-luciferase reporter, luminescence, 24 h; Potency, µM (highest dose often 57 µM), without a hit: at the highest dose activity change, negative = inhibition, usual class: inhibitors; 0.72% of 360,000 active; note: potency is the fitted concentration of half-maximal effect; % is set by controls: 0 for no effect and ±100 for the full control effect; nearly all actives have a fitted effect of over 55% in size
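ATXN2-luciferase reporter cells (luciferase flanked by upstream and downstream ATXN2 gene portions) were treated 24 h at 37 °C with compounds at up to 57 uM. SteadyGlo luminescence gave expression; GF-AFC fluorescence gave viability.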
IL1B secr inh: inhibitors of inflammasome signaling (IL-1 beta secretion). THP-1 LPS/ATP IL-1B secretion, AlphaLISA, 16 h; active compounds read low. activity change, % at 57.5 µM. 4.7% of 360,000 active. AID 743279; in the data active = activity change below about -50%; inconclusive = mostly about -30% to -49%; note: % is set by controls: 0 for no effect and ±100 for the full control effect
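Secreted IL-1B measured by AlphaLISA bead assay after 16 h compound exposure of THP-1 cells; compounds (final up to 57.5 uM) added 1 h before LPS (250 ng/mL) and ATP (1.25 mM) stimulation; lower signal means less secretion.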
MCF10A rerep: inducers of DNA re-replication in MCF 10A breast cells | 2.9% of 350,000 active | MCF 10A DNA re-replication, Hoechst nuclear intensity, 48 h | Potency, µM (top dose mostly 46.1 µM), inactives show at the top dose activity, positive = re-replication, actives largely listed as activators | AID 624296; note: potency is the fitted concentration of half-maximal effect; % of control where 0% means no effect; nearly all actives have a fitted effect of over 50% in size
KB-3-1 cytotox: KB-3-1 parental cell cytotoxicity; KB-3-1 viability, CellTiter-Glo ATP luminescence, 72 h; Potency, µM (highest dose often 46.1 µM), inactives show top-dose activity change, negative = cytotoxic, most hits filed as cytotoxic; 1.4% of 400,000 active; AID 1347075; note: potency is the fitted concentration of half-maximal effect; % is set by controls: 0 for no effect and ±100 for the full control effect; nearly all actives have a fitted effect of over 60% in size
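Parental KB-3-1 viability, qHTS format: 72 h compound exposure, 37 °C; CellTiter-Glo; media-only wells and DMSO plates as controls; concentration-effect fits on corrected data.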
HT1080-NT tox: kills 2HG-producing HT-1080-NT fibrosarcoma cells | HT-1080-NT fibrosarcoma viability, CellTiter-Glo ATP luminescence, 48 h | Potency, µM (top dose mostly 46.1 µM), inactives show at the highest dose activity, negative = less viability, actives largely listed as cytotoxic | 1.6% of 360,000 active;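 note: NT is the 2HG producing partner of a matched IDH1 knockdown line; potency is the fitted concentration of half-maximal effect; 0% = DMSO-treated cells and -100% = media-only wells without cells; nearly all actives have a fitted effect of over 55% in size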
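Toxicity toward the 2HG-producing NT line was scored as %Activity, normalised to DMSO and no-cell wells, from CellTiter-Glo luminescence after 48 hours' treatment.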
HT1080 IDH1KD tx: HT-1080 IDH1 knockdown cell toxicity (counter line); HT-1080 IDH1 knockdown viability, ATP luminescence, 48 h; Potency, µM (titrated, usually from 46.1 µM), inactives show top-dose activity, negative = toxicity, hits mostly cytotoxic; 2% of 360,000 active;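 note: potency is the fitted concentration of half-maximal effect; 0% = DMSO wells and -100% = cell-free medium wells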
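After a 2 h attachment period, IDH1KD HT-1080 cells took pin-transferred compound for 48 h at 37 °C; ATP-based luminescence after 10 min room-temperature reagent incubation reported viability.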
KB-V1 MDR tox: KB-V1 MDR subline cytotoxicity; KB-V1 MDR cells viability, CellTiter-Glo, 72 h; 3.4% of 400,000 active; Potency, µM (series often up to 46.1 µM), inactives show at the highest dose activity change, negative = cytotoxicity, usual class: cytotoxic; note: potency is the fitted concentration of half-maximal effect; % is set by controls: 0 for no effect and ±100 for the full control effect; nearly all actives have a fitted effect of over 60% in size
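Cytotoxicity toward P-gp-expressing KB-V1 cells was determined as loss of CellTiter-Glo luminescence after 72 h at 37 degrees C. Compounds were tested in quantitative HTS format across a concentration range, with curves fitted to normalized data.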
SW480 rereplic: DNA re-replication induction in SW480 cells; SW480 DNA re-replication, Hoechst DNA content imaging, 48 h; Potency, µM (highest dose often 46.1 µM), without a hit: at the top dose re-replication activation, hits mostly activators; 1.8% of 340,000 active; AID 624297; note: potency is the fitted concentration of half-maximal effect; % of control where 0% means no effect; nearly all actives have a fitted effect of over 55% in size
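Quantitative HTS format with DMSO vehicle controls; 48 hr drug incubation at 37 C, then 40 min Hoechst staining and scanning imager measurement at 405 nm excitation.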
S2 tox: viability counter-screen for ATXN expression inhibitors. 0.49% of 400,000 active. Potency, µM (highest dose often 56.7 µM), most hits filed as cytotoxic. S2 cells (HEK-293 line with an ATXN2-luciferase reporter) viability, CellTiter-Fluor protease fluorescence, 24 h; note: potency is the fitted concentration of half-maximal effect; nearly all actives have a fitted effect of over 40% in size
The depositor's hits bear a star; i = inactive; ? = inconclusive; / = no result given; & = joins results of further samples; [ ] = dose if it differs, or a comment. Unless noted, calls come from the whole dose curve; as a rule, active = well fitted curve in the direction sought with a large enough effect; inconclusive = small, poorly fitted or top-dose-only effect, or another doubt; inactive = no such curve, though single readings can be large; an effect the other way counts as inactive or inconclusive. Compounds as they come (roughly 11% active in at least one column).

SMILES	ATXN2 expr inh	IL1B secr inh	MCF10A rerep	KB-3-1 cytotox	HT1080-NT tox	HT1080 IDH1KD tx	KB-V1 MDR tox	SW480 rereplic	S2 tox
CC1(C)C(c2cccs2)=[N+]([O-])C2(CCCCC/C2=N\NC(N)=S)N1O (stereo not drawn)	-4%	27	-1%	24%	12%	2%	?	-1%[9.22 µM]	i
O=C(CSCc1ccc(Cl)cc1)N1CCCCC1	53%[activator]	-11	5%	9%	1%	1%	?	2%	i
O=c1c2ccccc2nc2sc(Nc3cccc(Cl)c3)nn12	2%	/	2%	-8%	/	/	-12%	-41%[inhibitor][9.22 µM]	i
CC(C)(C)NC(=O)CN(C(=O)C(=O)Nc1ccc2c(c1)OCCO2)N1CCOCC1	-8%	8	2%	-2%	11%	9%	14%	-5%	i
CCOc1ccc(-n2c(C)c(C(C)=O)c3cc(OC(C)=O)ccc32)cc1	5%	-20	11%	-24%	6%	2%	-1%	7%	i
Cc1cc(C)n(-c2nc3c(c(=O)[nH]c(=O)n3C)n2CC(O)COc2ccc(Cl)cc2Cl)n1 (stereo not drawn)	-25%	116	?	2.1µM*	?	?	?	?	i
Cc1cc(NS(=O)(=O)c2ccc(NC(=O)Nc3cccc(C(F)(F)F)c3)cc2)no1	-6%	2	-34%[inhibitor]	0%	-1%	-16%	10%	-21%	i
COc1cc(CNCCc2ccccc2F)ccc1OCC(=O)N1CCCCC1	-6%[11.3 µM]	-15	-4%	-19%	-12%	-11%	?	1%	i
COc1ccc(-c2nnc(C3CCN(S(=O)(=O)c4cccc(Cl)c4)CC3)o2)cc1	18µM*	/	/	?	/	/	-18%	/	11µM*
CCCNC(=O)CCNC(=O)[C@H](O)C(C)(C)CO	1%	32	0%	0%	-1%	9%	0%	-109%[inhibitor]	i
O=C(CCNS(=O)(=O)c1ccc(OC(F)(F)F)cc1)NCCc1c[nH]c2ccccc12	2%	-8	?	/	-22%	-14%	/	-10%	i
C[C@H](CO)N1C[C@H](C)[C@@H](CN(C)C(=O)Nc2ccccc2)Oc2ccc(NC(=O)CCC(F)(F)F)cc2C1=O	2%	3	1%	10%	5%	1%	1%	-1%[9.22 µM]	i
COc1ccc(S(=O)(=O)NCC(=O)Nc2ccc3c(c2)OCCO3)cc1OC	11%	19	1%	-8%	-1%	-4%	17%	5%	i
Oc1cccc(CN2CCN(c3ncc(Cc4ccccc4)cn3)CC2)c1	/	11	/	-4%	-3%	-10%	?	/	/
O=C(O)Cc1ccc(O)cc1	5%	-9	-3%	0%	22%	17%	26%	-20%	i
O=C(Nc1ccc2c(c1)OCO2)N1CCN(C/C=C/c2ccccc2)CC1	-11%	-17	15%	2%	-4%	-21%	21µM*	14%	i
CCCN1CCC(=O)N([C@H](COc2ccccc2)Cc2ccccc2)CC1	-6%	-5	9%	-17%&2%	-1%	-9%	?	?	i
COc1cc(OC)cc(-c2nc3ccccc3c(=O)n2OC(=O)c2ccc(C)c(C)c2)c1	/	?	?	2%	?	?	?	-1%	i
O=C(NCCCN=C1NS(=O)(=O)c2ccccc21)c1ccc(F)cc1	-11%	19	4%	/	0%	0%	/	-4%	?
COc1ccccc1-c1ccc2c(c1)C(C)(Cc1ccc(F)c(Cl)c1)C(=O)N2 (stereo not drawn)	?	-23	/	?	?	?	?	/	?
Cc1ccc(S(=O)(=O)N2C[C@H]3C(=O)C[C@@H](c4ccccc4)N(S(=O)(=O)c4ccccc4[N+](=O)[O-])[C@H]3C[C@H]2c2ccccc2)cc1	-10%	0	/	0%	23%	7%	18%	/	i
COc1ccc([C@H]2C[C@@H](n3cc(-c4ccc(F)cc4)nn3)[C@H](O)CN2Cc2cccs2)cc1	-11%	23	/	?	-18%	-21%	?	/	i
CN(C)c1ccc(N=Nc2nccs2)cc1	/	-16	/	5%	-15%	-26%	3%	/	10µM*
O=C(Nc1ccnn1C1CCN(Cc2ccn[nH]2)CC1)c1ccccc1	9%	10	-12%	/	7%	0%	/	-14%	i
COC(=O)c1ccc(-c2noc(CN3CCCCC3c3nccn3C)n2)cc1 (stereo not drawn)	-17%	54	4%	-1%	-1%	11%	-25%	-115%[inhibitor]	i
O=C(NNC1=NCCC1)c1cccc(S(=O)(=O)N2CCCCC2)c1	/	9	-11%	-1%	12%	7%	0%	-47%	i
CC(=O)C12OC(C)(C)OC1CC1C3CCC4=CC(=O)C=CC4(C)C3(F)C(O)CC12C (stereo not drawn)	-13%	-57*	?	-12%	8%	6%	-3%	-4%	i
Cc1cc(Cl)ccc1NC(=O)c1ccc2c(c1)OCO2	53%[activator]	-29	25%	0%	-13%	-2%	3%	-137%[inhibitor][9.22 µM]	i
CC(C)CN(C(=O)COC(=O)C1c2ccccc2Oc2ccccc21)C1CCS(=O)(=O)C1 (stereo not drawn)	-4%	0	?	17%	-1%	5%	-5%	2%[9.22 µM]	i
COc1cc(CNCc2ccccn2)ccc1OCC(N)=O	2%	10	-12%	13%	-3%	0%	8%	4%	i

Ordered by value in IL1B secr inh (smallest number first): five from the list above
SMILES	IL1B secr inh
COc1ccccc1-c1ccc2c(c1)C(C)(Cc1ccc(F)c(Cl)c1)C(=O)N2 (stereo not drawn)	-23
O=C(O)Cc1ccc(O)cc1	-9
CC(C)CN(C(=O)COC(=O)C1c2ccccc2Oc2ccccc21)C1CCS(=O)(=O)C1 (stereo not drawn)	0
Cc1cc(NS(=O)(=O)c2ccc(NC(=O)Nc3cccc(C(F)(F)F)c3)cc2)no1	2
Oc1cccc(CN2CCN(c3ncc(Cc4ccccc4)cn3)CC2)c1	11

As a short view, two of the compounds above:
SMILES	ATXN2 expr inh	IL1B secr inh	MCF10A rerep	KB-3-1 cytotox	HT1080-NT tox	HT1080 IDH1KD tx	KB-V1 MDR tox	SW480 rereplic	S2 tox
CC1(C)C(c2cccs2)=[N+]([O-])C2(CCCCC/C2=N\NC(N)=S)N1O (stereo not drawn)	-4%	27	-1%	24%	12%	2%	?	-1%[9.22 µM]	i
O=C(CSCc1ccc(Cl)cc1)N1CCCCC1	53%[activator]	-11	5%	9%	1%	1%	?	2%	i

Later entries.
SMILES	ATXN2 expr inh	IL1B secr inh	MCF10A rerep	KB-3-1 cytotox	HT1080-NT tox	HT1080 IDH1KD tx	KB-V1 MDR tox	SW480 rereplic	S2 tox
COc1cccc(N(C(=O)c2nc3nccc(C)n3n2)c2nc3ccccc3s2)c1	46%[activator]	-92*	18%	-21%	?	?	-26%	15%	i
O=C(OCCCN1C(=O)c2ccccc2C1=O)c1ccco1	-2%	16	-10%	-3%	22%	15%	18%	-2%	?
Cc1cc(C(=O)COc2ncnc3sccc23)c(C)n1C1CC1	39%[activator]	-28	-2%	2%	?	?	-27%	0%	i
CC1=CC(C)(C)Nc2ccc(C)cc21	-1%	0	-3%	3%	4%	-2%	2%	-4%	i
COc1ccc(NC(=S)NNC(=O)CNc2ccc(Cl)cc2)cc1	8%	-1	19%	8%	-3%	-6%	-2%	0%	i
Cc1ccc(S(=O)(=O)NC(C)(C)CSc2nnc(Nc3ccccc3)s2)cc1	-24%	-8	?	-25%	-12%	-19%	?	6%	?
CCOc1ccc(C(CC(=O)Nc2cc(C)c(Cl)cc2OC)N2Cc3ccccc3C2=O)cc1OC (stereo not drawn)	1%	/	/	-5%	/	/	?	/	i
O=C(NCCN1CCN(c2ccccc2)CC1)c1ccc2c(c1)[nH]c(=S)n1c3ccccc3nc21	-26%	10	?	8%	-15%	-17%	?	-4%	i
Cc1ccc(C)c(NC(=O)CNS(=O)(=O)c2ccccc2)c1	-17%	26	2%	4%	8%	-16%	?	-7%	i
CCCCC1CN2CCc3c([nH]c4ccccc34)C2(C)C1 (stereo not drawn)	-13%	?	-11%	-19%	?	?	-22%	0%[9.22 µM]	i
Cc1cc(C)c2c(N)c(C(=O)Nc3cccc(C)c3C)sc2n1	22%	18	16µM*	?	-12%	?	6.5µM*	12µM*	i
CCn1c(=NC(=O)COc2ccccc2)sc2cccc(F)c21	9%	-5	14%	-8%	-4%	-5%	-8%	-13%	i
COc1ccc2c3c(n(C(=O)OC(C)(C)C)c2c1)C1CC=C(COC(C)=O)CN1CC3 (stereo not drawn)	/	4	/	6%	-1%	1%	?	/	/
CC(C)(C)c1ccc(OCCCNC2CCCC2)cc1	?	-67*	16µM*	?	?	?	?	?	i
CCOc1ccc(NC(=O)CNC(=O)c2ccc([N+](=O)[O-])cc2)cc1	16%	1	2%	11%	7%	10%	2%	-5%	i

Structures listed so far with a nitro group on carbon:
SMILES	ATXN2 expr inh	IL1B secr inh	MCF10A rerep	KB-3-1 cytotox	HT1080-NT tox	HT1080 IDH1KD tx	KB-V1 MDR tox	SW480 rereplic	S2 tox
Cc1ccc(S(=O)(=O)N2C[C@H]3C(=O)C[C@@H](c4ccccc4)N(S(=O)(=O)c4ccccc4[N+](=O)[O-])[C@H]3C[C@H]2c2ccccc2)cc1	-10%	0	/	0%	23%	7%	18%	/	i
CCOc1ccc(NC(=O)CNC(=O)c2ccc([N+](=O)[O-])cc2)cc1	16%	1	2%	11%	7%	10%	2%	-5%	i

Next entries follow:
SMILES	ATXN2 expr inh	IL1B secr inh	MCF10A rerep	KB-3-1 cytotox	HT1080-NT tox	HT1080 IDH1KD tx	KB-V1 MDR tox	SW480 rereplic	S2 tox
Cc1cc(O)cc2c(=O)c3ccccc3sc12	9%	-5	18µM*	9%	-3%	-16%	?	?	/
COc1ccc(-n2c3c(cc(C(=O)NNc4ccccc4C)c2=O)C(=O)CC(C)(C)C3)cc1	-10%	-17	-5%	6%	-1%	1%	0%	-4%	i
CCOc1cc(S(=O)(=O)N(CC)CC)c(OCC)cc1-n1cnnn1	-11%	-12	6%	-17%	0%[9.24 µM]	8%	0%	-11%	i
COCCCNc1ccn2nc(-c3ccc(OCCN4CCOCC4)cc3)cc2n1	8%	-23	/	0%	15%	21%	-14%	/	i
CCCCC(=O)Nc1nnc(SCC(=O)Nc2ccc(OC)cc2)s1	-35%	0	0%	-25%	-4%	-9%	19%	-9%	i
Clc1ccccc1Cn1nc(-c2ccccc2)nc1-c1ccccc1	13%	0	25%	-11%	15%	8%	15µM*	4%	i
